KRASV12 cytotoxicity – viability loss of HPDE-C7K cells – cell-based, fluorescence, HTS, primary screen (AID 431). HPDE-C7K KRASV12 cells, Alamar Blue viability, 48 h; higher % means a stronger effect. cytotoxicity, % at 10 µM; hits with a dose series show EC50 in µM. 1.7% of 63,000 active;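 active = compounds whose percent cytotoxicity in the single-dose primary screen, scaled between solvent and toxic-drug controls, exceeds 50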;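 also: 0% = DMSO solvent wells and 100% = doxorubicin-treated wells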
MK inhibit – blocks S. pneumoniae mevalonate kinase | 0.48% of 65,000 active | AID 555 | inhibition, % at 10 µM | purified MK, PK/LDH-coupled NADH absorbance 340 nm;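 active = ranked among the strongest by inhibition in the single 10 µM screen, a fixed top-ranked set picked for dose follow-up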; also: no value below 0 was filed
HT1080 cytotoxicity – HT1080 cell viability loss – fluorescence readout (AID 620) | 0.42% of 87,000 active | HT1080 viability, fluorescence; higher % means a stronger effect | one-dose cytotoxicity, % at 10 µM; EC50 in µM for titrated hits;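 also: cells exposed to compound overnight then 4 h with Alamar Blue; 0% = vehicle DMSO and 100% = killing control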
Bfl-1 displacement – Bfl-1 inhibitors, primary screen, biochemical, fluorescence polarization, FITC-Bid, mouse (AID 432). 0.02% of 64,000 active. FITC-Bid BH3 peptide fluorescence polarization displacement; higher % means a stronger effect. displacement, % at 20 µM; hits with a dose series show IC50 in µM; in the data active = a potency from the dose series; inactive = the rest, 99 in 100 with displacement below about 15%; also: strong numbers were not always called active
Alkaline phosphatase – inhibition of tissue-nonspecific alkaline phosphatase – biochemical, luminescent (AID 518); purified TNAP enzyme, luminescent substrate readout; higher % means a stronger effect; inhibition, % at 20 µM; hits with a dose series show IC50 in µM; 0.09% of 64,000 active; in the data active = a potency from the dose series; inactive = the rest, 99 in 100 with inhibition below about 22%;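 also: plate controls were vehicle for no effect and reference inhibitor for full effect; many of its hits are not listed in these tables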
Spn PMK inh – S. pneumoniae PMK inhibition; 0.49% of 65,000 active; purified PMK, PK/LDH-coupled NADH absorbance 340 nm; inhibition, % at 10 µM;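 active = top-ranked compounds by inhibition in the single 10 µM screen, taking a fixed number of the strongest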;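 also: 0% = full reaction with DMSO carrier and 100% = background rate without enzyme reaction; no value below 0 was filed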
HPDE-C7 cytotoxicity – cytotoxicity in HPDE-C7 cells, cell-based, fluorescence, HTS (AID 430) | 1.8% of 63,000 active | cytotoxicity, % at 10 µM, or EC50 in µM where a hit was titrated | HPDE-C7 pancreatic duct cells viability, fluorescence; higher % means a stronger effect;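 also: cells exposed to compound for 48 hours before viability readout; 0% = vehicle and 100% = reference cytotoxic drug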
LYP inhibition – inhibition of human PTPN22 tyrosine phosphatase – biochemical, DiFMUP fluorescence, recombinant catalytic domain, 10 µM, primary screen (AID 606); one-dose inhibition, % at 10 µM; IC50 in µM for titrated hits; 52,000 tested, under 10 active; recombinant LYP catalytic domain, DiFMUP fluorescence; higher % means a stronger effect;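 active = IC50 under 40 µM in the dose-response test; inactive = IC50 of 40 µM or more, or never dose-tested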
Spn DPM-DC inh – S. pneumoniae DPM-DC inhibition | calls only at 10 µM | AID 556 | purified DPM-DC, PK/LDH coupled NADH fluorescence | 0.49% of 65,000 active;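 active = the 320 compounds with the highest percent inhibition in the single-dose primary screen, excluding strongly autofluorescent ones, cut at about 32% in these data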;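 also: kinetic rate of NADH fluorescence loss reporting ADP formed by the decarboxylase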
Spn PMK inh pilot replicates – also measured in Spn PMK inh; calls as there; inhibition, %; measured here: pilot screen replicates
MK inhibit pilot replicates – second read-out of MK inhibit, no call of its own (marks repeat the call); inhibition, %; measured here: pilot screen replicates
Spn DPM-DC inh pilot screen % – also measured in Spn DPM-DC inh; calls as there; inhibition, %; measured here: pilot screen trials
* hit, by the source's call; i = inactive; . = not tested or not shown. Rule as the data show it, unless noted: active = cytotoxicity above about 50%; inactive = the rest. Outcome played no part in choosing rows; overall some 3.4% were active at least once.

SMILES	KRASV12 cytotoxicity	MK inhibit	HT1080 cytotoxicity	Bfl-1 displacement	Alkaline phosphatase	Spn PMK inh	HPDE-C7 cytotoxicity	LYP inhibition	Spn DPM-DC inh	others
CCOC(=O)C1=C(N)n2c(s/c(=C\c3cccs3)c2=O)=C(C(=O)OCC)C1c1cccs1 (stereo not given)	.	6	56%*	-2%	12%	1	.	.	i
C1CCc2nnc(-c3nnc4n3CCCCC4)n2CC1	-4%	4	-2%	-8%	11%	7	-1%	3%	i	Spn PMK inh pilot replicates=2.5;MK inhibit pilot replicates=0.0;Spn DPM-DC inh pilot screen %=0.0
O=c1[nH]c2sc3c(c2c(=O)n1Cc1ccccc1)CCC3	18%	6	-2%	0%	7%	0	24%	2%	i
CCOC(=O)c1coc(CNC(=O)c2c(C)oc3c2CCCC3)c1	12%	7	-1%	0%	16%	7	14%	11%	i
O=C(C1CC1)N1CCN=C1SCc1ccc(Cl)cc1	2%	4	0%	-3%	3%	14	-13%	3%	i
CCOC(=O)C(NC(=O)OC(C)C)(Nc1nccs1)C(F)(F)F (stereo not given)	-6%	7	-5%	-4%	12%	11	-2%	-2%	i	Spn PMK inh pilot replicates=2.5;MK inhibit pilot replicates=2.0;Spn DPM-DC inh pilot screen %=2.0
CCOC(=O)CSC1=Nc2ccccc2C2=NC(CC(=O)NCc3ccc(OC)cc3)C(=O)N12 (stereo not given)	-2%	17	2%	0%	8%	13	3%	12%	i	Spn PMK inh pilot replicates=2.0;MK inhibit pilot replicates=0.5;Spn DPM-DC inh pilot screen %=2.0
Cc1sc(-n2c(C)ccc2C)c(C#N)c1C	2%	6	-10%	-9%	14%	16	-12%	5%	i
CCOC1(OCC)N=C(N)C2(C#N)C(c3cccc(OC)c3OC)C12C#N (stereo not given)	-5%	0	-11%	-9%	9%	10	-8%	12%	i
Cc1cccc(-n2ncc3c(NC(C)C)ncnc32)c1	0%	1	10%	0%	-1%	7	-1%	-7%	i
CCN(CC)S(=O)(=O)c1cccc(C(=O)NCC(=O)OCC(=O)NCc2ccccc2)c1	-17%	0	2%	4%	9%	0	-2%	.	i
NC(=O)c1c(N)sc2c1CCCCC2	6%	9	-6%	-2%	0%	9	-2%	9%	i
CCOc1ccc(NC(=O)CCNc2c(N3CCCC3)c(=O)c2=O)cc1	-8%	3	2%	-8%	11%	17	1%	.	i
O=C(O)c1ccc2c(c1)nnn2C1CCCCC1	-28%	0	-6%	-2%	18%	18	-24%	-6%	i
Cc1c(C)n(C(=O)CSc2nncn2C)c2ccccc12	9%	7	-8%	-10%	11%	10	2%	3%	i
O=C(NCCOc1ccccc1)c1ccc2c(c1)OCO2	-6%	9	-2%	-1%	8%	0	4%	1%	i
CCN1CCCC1CN(Cc1cc2ccc(C)c(C)c2[nH]c1=O)C(=O)Nc1ccccc1OC (stereo not given)	-12%	1	2%	9%	3%	12	-11%	5%	i
Nc1cc(N)nc(SCC(=O)Nc2ccc3c(c2)OCCCO3)n1	-16%	5	-4%	2%	6%	9	-5%	.	i
O=C(O)c1ccc2oc(SCC(=O)N3CCCCC3)nc2c1	.	14	6%	-5%	5%	8	.	18%	i
CCOc1ccccc1NC(=O)C1CCN(c2ccc(S(=O)(=O)N3CCCC3)cc2)CC1	-3%	0	12%	-12%	10%	6	-4%	.	i
COCCn1c(SCC(=O)NCCc2ccccc2)nnc1-c1ccco1	-2%	0	0%	-4%	9%	23	-2%	14%	i
O=C(CN1CCOCC1)NC1C2CC3CC(C2)CC1C3 (stereo not given)	1%	0	.	-3%	6%	13	-4%	.	i
Nc1nnc(CC(=O)NCc2ccccc2)s1	3%	5	-5%	-9%	4%	4	2%	.	i
FC(F)(F)c1nc2ncc(Cl)cc2[nH]1	7%	4	-4%	-1%	3%	19	-4%	.	i
CC(=O)N(c1ccccc1)C1SC(=O)N(c2ccccc2)C1=O (stereo not given)	.	3	3%	0%	-1%	10	.	10%	i
Cc1ccc(-n2c(SCC(=O)OC(C)C)nnc2-c2cnccn2)cc1	-28%	8	1%	-5%	9%	5	-20%	8%	i
C=CCn1c(C)cc(C(=O)CN2C(=O)c3ccccc3C2=O)c1C	-6%	2	-3%	-3%	8%	13	-4%	-4%	i
CC(C)Cn1c(CN(Cc2ccccc2)Cc2ccccc2)nc2c1c(=O)n(C)c(=O)n2C	41%	0	-2%	-6%	17%	6	52%*	11%	i	Spn PMK inh pilot replicates=0.0;MK inhibit pilot replicates=1.5;Spn DPM-DC inh pilot screen %=0.0
COc1cccc(/C(O)=C2\C(=O)C(=O)N(c3ccccn3)C2c2ccccc2OC)c1 (stereo not given)	16%	3	2%	-1%	2%	0	14%	11%	i
Cc1ccccc1CSCC(=O)c1c(N)n(C)c(=O)n(C)c1=O	-17%	9	1%	-4%	7%	14	-5%	-6%	i	Spn PMK inh pilot replicates=0.0;MK inhibit pilot replicates=0.0;Spn DPM-DC inh pilot screen %=1.0

Gathered by group: the compounds so far with a COOH group.
SMILES	KRASV12 cytotoxicity	MK inhibit	HT1080 cytotoxicity	Bfl-1 displacement	Alkaline phosphatase	Spn PMK inh	HPDE-C7 cytotoxicity	LYP inhibition	Spn DPM-DC inh	others
O=C(O)c1ccc2c(c1)nnn2C1CCCCC1	-28%	0	-6%	-2%	18%	18	-24%	-6%	i
O=C(O)c1ccc2oc(SCC(=O)N3CCCCC3)nc2c1	.	14	6%	-5%	5%	8	.	18%	i

Next structures
SMILES	KRASV12 cytotoxicity	MK inhibit	HT1080 cytotoxicity	Bfl-1 displacement	Alkaline phosphatase	Spn PMK inh	HPDE-C7 cytotoxicity	LYP inhibition	Spn DPM-DC inh	others
c1ccc(CSc2nnc(Cc3ccccn3)o2)cc1	6%	0	17%	-4%	13%	23	-4%	1%	i
O=S(=O)(c1cc(Cl)ccc1Br)N1CCCCC1	9%	10	1%	-2%	10%	6	-6%	9%	i
CCOC(=O)C1=C(N)OC2=C(C(=O)CC(C)(C)C2)C1c1ccoc1 (stereo not given)	-14%	5	-2%	1%	10%	10	-31%	1%	i	Spn PMK inh pilot replicates=5.0;MK inhibit pilot replicates=0.0;Spn DPM-DC inh pilot screen %=4.0
CCC(=O)N1CCN(c2ccc(Cl)cc2NC(=O)Cc2ccccc2)CC1	-5%	13	3%	-4%	5%	10	-9%	14%	i
CCCn1c2c(c(O)c(C(=O)Nc3ncccc3O)c1=O)CCCC2	-21%	6	1%	-4%	1%	11	-13%	.	i
Cc1ccc2cc(CN(Cc3nnnn3C3CCCCC3)CC3CCCO3)c(=O)[nH]c2c1 (stereo not given)	-4%	9	-6%	-2%	12%	10	-3%	17%	i
CN(Cc1ccccc1)Cc1nc2c(c(=O)n(C)c(=O)n2C)n1Cc1ccccc1Cl	-22%	11	34%	18%	1%	8	-21%	3%	i
CCCCS(=O)(=O)c1sc2nc(C)cc(C)c2c1N	18%	8	13%	-4%	7%	5	12%	-9%	i
Cc1ccc2nc(NC(=O)C3CCCN(S(=O)(=O)c4cccc5nsnc45)C3)sc2c1 (stereo not given)	20%	4	0%	-12%	12%	6	21%	-2%	i
CN(C1CCCCC1)S(=O)(=O)c1ccc(NC(=O)c2ccco2)cc1	12%	1	-3%	5%	23%	0	10%	5%	i	Spn PMK inh pilot replicates=7.5;MK inhibit pilot replicates=0.0;Spn DPM-DC inh pilot screen %=1.5
COc1ccc(NC(=O)Nc2c(C)n(-c3ccccc3)c(=O)n2C)cc1OC	-5%	1	-1%	-10%	8%	9	5%	6%	i
CC1(C)CCCC2=C1CC1C(=O)N(c3ccccc3)C(=O)C1C2 (stereo not given)	-11%	5	3%	4%	-7%	12	-10%	.	i
CCOC(=O)c1cc2cc(-c3c(C(=O)OCC)oc4cc(O)cc(O)c4c3=O)ccc2o1	-7%	10	-2%	-8%	8%	0	-7%	8%	i
O=C(CNC(=O)c1ccco1)OCc1c(F)cccc1Cl	2%	10	11%	2%	4%	15	7%	0%	i
CC(C)(C)NC(=O)c1ccc2c(c1)N(CC(=O)N1CCN(c3ccc(F)cc3)CC1)C(=O)C(C)(C)O2	1%	6	1%	-9%	4%	21	-5%	0%	i
Cc1ccc2nc(NC(=O)c3cccs3)sc2c1	-1%	0	3%	9%	11%	0	16%	5%	i
CC(=O)c1cccc(NC(=O)N2CCCC2C(=O)Nc2cccc(C)c2)c1 (stereo not given)	-12%	6	6%	4%	10%	17	-14%	-6%	i
CC(=O)O[C@H]1CSC[C@H]1NC(=O)c1ccccc1	-3%	9	0%	5%	4%	10	-16%	-5%	i	Spn PMK inh pilot replicates=2.0;MK inhibit pilot replicates=1.0;Spn DPM-DC inh pilot screen %=0.0
O=c1c2cc(N3CCOCC3)ccc2[nH]c(=S)n1CC1CCCO1 (stereo not given)	-26%	13	0%	8%	3%	18	-25%	14%	i
CC(C)c1nnc(NC(=O)CN(C)S(=O)(=O)c2ccc3c(c2)OCCO3)s1	-15%	11	20%	-6%	9%	7	0%	10%	i
COc1ccc(NC(=O)CSc2nc(C)cc(C(F)(F)F)n2)cc1	-7%	7	2%	-4%	17%	6	-16%	9%	i	Spn PMK inh pilot replicates=1.5;MK inhibit pilot replicates=0.0;Spn DPM-DC inh pilot screen %=0.0
Cc1cc(=O)[nH]c(SCc2cc(=O)n3nc(C)sc3n2)n1	5%	7	6%	-1%	5%	13	2%	4%	i
COc1ccccc1N1C(N)=NC(N)=NC1(C)C	-9%	0	9%	1%	-6%	11	-10%	11%	i
COc1ccc(S(=O)(=O)N2CCC(C(=O)Nc3c(F)cccc3F)CC2)cc1	-2%	2	.	2%	16%	11	-10%	.	i	Spn PMK inh pilot replicates=0.0;MK inhibit pilot replicates=0.5;Spn DPM-DC inh pilot screen %=0.0
Cc1cccc(C(=O)N2CCN(C(=O)c3cccc(C)c3)C(C)C2)c1 (stereo not given)	13%	6	.	-2%	15%	5	1%	6%	i	Spn PMK inh pilot replicates=2.0;MK inhibit pilot replicates=0.5;Spn DPM-DC inh pilot screen %=0.0
O=C(NCCO)c1ccc2c(c1)S(=O)(=O)c1ccccc1C2=O	4%	7	-1%	3%	12%	7	1%	8%	i
CCc1nc(N[C@@H](Cc2c[nH]c3ccccc23)C(=O)O)c2oc3ccccc3c2n1	15%	4	-4%	8%	7%	11	12%	7%	i	Spn PMK inh pilot replicates=9.0;MK inhibit pilot replicates=2.0;Spn DPM-DC inh pilot screen %=0.0
Cc1nn(-c2ccc(F)cc2F)c2c1-c1nc(N3CCCC3)ncc1CC2	5%	0	6%	1%	1%	11	4%	-4%	.
COCCn1c(SCC(=O)N2CCCc3ccccc32)nc2cccnc21	2%	0	22%	-1%	7%	15	11%	.	i
Cc1ccc(NC(=O)c2ccc3c(c2)N(CC(=O)N2CCCCC2)C(=O)C(C)(C)O3)cc1	28%	0	1%	-7%	11%	8	16%	.	i
COc1ccc(CNC(=O)CN(CC2CCCO2)C(=O)CNS(=O)(=O)c2ccc(F)cc2)cc1 (stereo not given)	-1%	8	1%	0%	7%	18	-15%	24%	i
